# Source: PubChem (NCI)
# NCI-60 one-dose screen, 48 h, at 10 µM unless noted. Numbers give growth in % (100 = growth as untreated, 0 = no growth, -100 = all killed).
# MDA-MB-468 = MDA-MB-468 breast cancer | hit rate 8.5% among 78,000
# HS 578T = HS 578T breast cancer. hit rate 4.1% among 78,000
# T-47D = T-47D breast cancer; hit rate 5% among 79,000; AID 1794792
# BT-549 = BT-549 breast cancer. hit rate 4.4% among 78,000
# MCF7 = MCF7 breast cancer; hit rate 6.3% among 82,000; AID 1794796
# MALME-3M = MALME-3M melanoma. hit rate 5.8% among 78,000. AID 1794766
# MDA-MB-231 = MDA-MB-231 breast cancer | hit rate 5% among 81,000 | AID 1794789
# LOX IMVI = LOX IMVI melanoma; hit rate 7.4% among 79,000
# Numbers without * were called inactive; . = not tested or not shown. The calls were made as follows: active = growth percent below 10; inactive = the rest. This is a random part of the collection; 12% or so of the library scored in one or more.
SMILES,MDA-MB-468,HS 578T,T-47D,BT-549,MCF7,MALME-3M,MDA-MB-231,LOX IMVI
COc1ccc(/C=N/C2=NNC(C)(c3ccccc3O)N2C(C)C(=O)O)cc1 (stereo unspecified),118,95,99,111,96,92,105,93
C/C=C/CCC(=O)c1cc(C(=O)OC)c(OC)cc1O,99,95,91,100,100,112,106,93
CNC(=O)c1c(I)c(NC(C)=O)c(I)c(C(=O)O)c1I,102,110,117,113,108,112,95,95
CC1CCCC(C)N1CCOc1cc(N)ccc1C#N (stereo unspecified),112,.,97,106,105,99,96,109
OB(O)c1cccc(-c2nc3ccc4[nH]ncc4c3c3c2CCCC3)c1,59,0.6*,67,35,70,120,26,36
COc1ccc(-c2cc(-c3ccc(Nc4ccnc5cc(Cl)ccc45)cc3)nc(N3CCOCC3)n2)cc1,42,-11*,-23*,46,23,-39*,52,-59*
O=c1c(O)cccn1CCCN(CCCn1cccc(O)c1=O)CCn1cccc(O)c1=O,60,90,53,69,40,47,54,30
COc1ccc(N(C)c2cc(C#N)nc3ccccc23)cc1/C=C/C(=O)NO,-86*,-18*,-11*,-49*,-21*,-56*,-74*,-98*
CC(C)C(C(=O)Nc1ccccc1O)N1C(=O)/C(=C/c2ccc(Br)cc2)SC1=S (stereo unspecified),90,83,77,100,86,94,93,91
S=C(NCCc1ccccc1)Nc1ccc(OCc2nc3ccc(Cl)cc3[nH]2)cc1,22,38,35,46,7.9*,56,9.6*,-46*
COC(=O)CCC1=C(CC(=O)OC)C(C)=N/C1=C\c1[nH]c(-c2ccc[nH]2)cc1OC,62,52,40,52,3.8*,.,-12*,-48*
NS(=O)(=O)c1ccc(CCn2c(SCC(=O)N/N=C/c3ccccc3F)nc3ccccc3c2=O)cc1,98,92,67,77,81,106,88,87
Cc1cc(=O)n(-c2ccc(F)cc2)[nH]1,113,102,70,105,87,102,105,.
C[C@H](C(=O)Nc1ccc(S(N)(=O)=O)cc1)S(=O)(=O)c1ccccc1,102,101,93,97,96,101,114,98
Cc1ccc(/C=C/C(=O)/C=C/c2ccc(C)s2)s1,96,96,105,105,67,103,122,106
CCOC(=O)c1cc(C(=O)c2ccccc2)n2ccc(-c3ccn4c(C(=O)c5ccccc5)cc(C(=O)OCC)c4c3)cc12,107,95,107,109,96,102,106,95
O=[N+]([O-])c1ccc(S(=O)(=O)N2CCN(C3=NS(=O)(=O)c4ccccc4N3c3ccccc3)CC2)cc1,.,109,115,100,101,106,99,97
N#CC1=C(N)OC2=C(C(=O)c3ccccc3C2=O)C1c1ccc(O)cc1 (stereo unspecified),94,94,100,100,67,78,77,46
CN(C)c1ccc(C(C#N)(c2ccccc2)c2ccc(N(C)C)cc2)cc1,83,33,42,73,40,70,79,51
COc1cc(/C=N/Nc2nnc3n2N=C(c2ccc(Cl)cc2)CS3)ccc1O,93,74,83,79,71,96,93,99
CC/C=C(\C)C(CCC)(CN=O)C(=O)OCC (stereo unspecified),113,143,.,112,102,105,95,100
Cc1ccc(C(=O)NN)cc1,106,.,109,99,100,117,.,97
COc1c(C)c(C)c(OC)c2c1[nH]c(=O)c1c3cccnc3cn21,114,99,95,124,88,.,86,107
COc1ccccc1NC(=O)c1cccc(-c2cc(=O)c3c(OC)c(OC)c(OC)cc3o2)c1,76,40,.,55,72,77,.,48
CCCCCCCCn1ccc2cc(NC(=O)CN3CCN(c4nc(C)cc(N5CCCCC5)n4)CC3)ccc21,73,91,80,83,71,112,86,103
O=Cc1c[nH]c2ccc(-c3csc4ccccc34)cc12,.,40,71,39,40,44,46,39
Nc1ccc(-c2ccc(F)cc2)c(F)c1NC(=O)N1Cc2nccnc2C1,104,78,63,111,84,84,104,87
COc1ccc2cc(C(C)NC(=O)Nc3ccc(S(=O)(=O)N=C(N)N)cc3)ccc2c1 (stereo unspecified),121,.,84,.,102,111,121,89
CC(=O)O[C@H]1Cc2c([nH]c3ccccc23)[C@H](c2ccc(Cl)cc2)N1C(=O)CCNC(C)(C)C,95,96,105,96,89,93,97,105
C/C(=N\NC(=O)Cn1c(C(C)C)nc2ccccc21)c1ccc(Br)cc1,117,92,83,95,97,110,96,111
CCN(CC)c1ccc(/C=N/NC(=O)c2ccc(S(N)(=O)=O)cc2)cc1,1.9*,64,26,26,7.8*,8.8*,38,0.1*
CC1=NC(=S)NC(c2ccccc2)/C1=C1/CC(c2ccccc2O)N(c2ccccc2)N1 (stereo unspecified),101,94,87,82,98,88,97,97
N#Cc1c(-c2ccccc2)nc2c(c(-c3ccc(Cl)cc3)nn2-c2ccccc2)c1-c1ccc(Cl)cc1,102,117,98,110,95,105,103,104
O=C1C2Sc3[nH]c(=O)sc3C(CCc3ccccc3)C2C(=O)N1c1ccc(Cl)cc1 (stereo unspecified),115,103,88,157,96,102,97,93
CCCCN(CCCC)C(=O)CC(C)=O,87,109,111,116,100,131,109,99
Cc1cc(C(=O)CCCC(=O)c2cc(C)c(O)c(C)c2)cc(C)c1O,-3.2*,99,85,112,86,92,98,87
O=C(CSc1cc[n+](CCCCCO)c2ccccc12)n1ccc2ccccc21,93,85,77,.,83,91,89,104
C1CCC23CCCCC2(C1)O3 (stereo unspecified),111,101,114,102,97,105,117,93
CC(=O)N1CC(=O)N/C(=C\c2cn(S(=O)(=O)c3ccccc3)c3ccc(C)cc23)C1=O,92,73,.,84,94,94,76,80
COc1ccc(C2=NN(C(C)=O)C(c3cc(OC)c(OC)c(OC)c3)C2)cc1 (stereo unspecified),108,244,92,.,90,120,109,91

# Part of the list above, bar-delimited.
smiles | MDA-MB-468 | HS 578T | T-47D | BT-549 | MCF7 | MALME-3M | MDA-MB-231 | LOX IMVI
C/C(=N\NC(=O)Cn1c(C(C)C)nc2ccccc21)c1ccc(Br)cc1 | 117 | 92 | 83 | 95 | 97 | 110 | 96 | 111
CCN(CC)c1ccc(/C=N/NC(=O)c2ccc(S(N)(=O)=O)cc2)cc1 | 1.9* | 64 | 26 | 26 | 7.8* | 8.8* | 38 | 0.1*
CC1=NC(=S)NC(c2ccccc2)/C1=C1/CC(c2ccccc2O)N(c2ccccc2)N1 (stereo unspecified) | 101 | 94 | 87 | 82 | 98 | 88 | 97 | 97
N#Cc1c(-c2ccccc2)nc2c(c(-c3ccc(Cl)cc3)nn2-c2ccccc2)c1-c1ccc(Cl)cc1 | 102 | 117 | 98 | 110 | 95 | 105 | 103 | 104
O=C1C2Sc3[nH]c(=O)sc3C(CCc3ccccc3)C2C(=O)N1c1ccc(Cl)cc1 (stereo unspecified) | 115 | 103 | 88 | 157 | 96 | 102 | 97 | 93
CCCCN(CCCC)C(=O)CC(C)=O | 87 | 109 | 111 | 116 | 100 | 131 | 109 | 99
Cc1cc(C(=O)CCCC(=O)c2cc(C)c(O)c(C)c2)cc(C)c1O | -3.2* | 99 | 85 | 112 | 86 | 92 | 98 | 87
O=C(CSc1cc[n+](CCCCCO)c2ccccc12)n1ccc2ccccc21 | 93 | 85 | 77 | . | 83 | 91 | 89 | 104
C1CCC23CCCCC2(C1)O3 (stereo unspecified) | 111 | 101 | 114 | 102 | 97 | 105 | 117 | 93
CC(=O)N1CC(=O)N/C(=C\c2cn(S(=O)(=O)c3ccccc3)c3ccc(C)cc23)C1=O | 92 | 73 | . | 84 | 94 | 94 | 76 | 80
COc1ccc(C2=NN(C(C)=O)C(c3cc(OC)c(OC)c(OC)c3)C2)cc1 (stereo unspecified) | 108 | 244 | 92 | . | 90 | 120 | 109 | 91

# Remaining list, next part
SMILES,MDA-MB-468,HS 578T,T-47D,BT-549,MCF7,MALME-3M,MDA-MB-231,LOX IMVI
CC(C)c1ccc(C2=C/C(=C\c3ccccc3)C(=O)N2CCc2ccc(S(N)(=O)=O)cc2)cc1,110,101,100,118,95,111,106,102
N=c1nc(N)nc(N)n1-c1ccc(S(=O)(=O)O)cc1,.,.,104,93,105,87,113,.
C=C(c1cn(C(C)=O)c2ccccc12)c1cn(C(C)=O)c2ccccc12,62,87,56,97,67,.,62,71
C=CCN1CC(C(=O)C2CNc3ccccc32)=C(O)C1=O (stereo unspecified),109,108,95,102,95,103,91,95
Cc1n[nH]c(C)c1N=Nc1ccc(-c2cc(-c3ccc(N=Nc4c(C)n[nH]c4C)cc3)cc(-c3ccc(N=Nc4c(C)n[nH]c4C)cc3)c2)cc1,103,98,110,109,91,106,99,91
O=c1cc(O)nc(-c2ccccc2)[nH]1,102,79,104,109,94,107,99,94
COc1cccc(C(=O)Nc2cccc(C3CC(=O)c4c(cc(OC)c(OC)c4OC)O3)c2)c1 (stereo unspecified),68,86,58,91,82,90,80,93
Nc1nc(N)c(-c2ccc(Cl)cc2)c(/C=C/c2ccc([N+](=O)[O-])cc2)n1,65,61,85,92,82,.,95,61
CC(=O)Nc1cc2c(cc1Br)-c1ccc(F)cc1C2,73,85,71,84,44,59,86,92
BrCCOc1ccccc1,97,100,104,.,98,118,132,101
O=C(CCCl)OCc1ccccc1,113,99,97,111,94,103,113,99
CCOC(=O)c1cc(C(=O)c2cc(OC)cc(OC)c2)n2ncc3ccccc3c12,8.2*,18,13,27,16,42,43,10.0*
C=C1C[C@H](c2c(C)cccc2C)O[C@@H]2C[C@H](C)CC[C@@H]12,103,101,99,109,95,114,105,98
O=C(O)c1ccc(NCn2nc(-c3cc(-c4ccccc4)nc4ccccc34)oc2=S)cc1,101,.,92,103,85,97,105,100
CC(=O)C(=O)NCCCCCC(=O)Nc1ccccc1,124,109,93,103,92,103,118,95
Clc1cc2nc(-c3cc(-c4ccc5c(c4)OCO5)n[nH]3)[nH]c2cc1Cl,60,.,49,93,56,82,89,.
CC1CCCc2c1nc1nc(SCC(=O)c3ccccc3)nc(N)c1c2-c1ccc(Cl)cc1 (stereo unspecified),90,.,73,67,70,105,87,85
Cc1ccc(C(C)C)c(OCC(=O)O)c1,99,101,117,112,100,.,107,102
CC(C)=C(C)C(=O)NNc1ccccc1,105,105,77,102,94,113,99,97
CCOC(=O)c1c[nH]cc1C,109,114,103,92,94,105,114,97
Clc1ccc(/C=C/c2nc(N3CCOCC3)c3cc(Cl)c(Cl)cc3n2)cc1,50,100,42,86,82,104,91,91
COc1ccc2c(c1)/C(=C1/S/C(=N/c3nnc(C)s3)NC1=O)C(=O)N2Cc1ccc(Br)cc1,26,48,22,43,35,68,53,32
COC(=O)c1c(Nc2ncnc(Nc3cc(OC)c(OC)c(OC)c3)n2)ccc2c1OCCO2,98,92,106,92,90,101,98,106
Nc1nc2ccc(-c3nc4ccc5[nH]ncc5c4c4c3CCC4)cc2s1,-6.0*,7.1*,31,47,13,-2.7*,42,20
Cc1ccc(C(=O)Nn2c(NCC(=O)N3c4ccccc4Sc4ccccc43)nnc2-c2ccc(O)cc2)cc1,94,97,109,97,98,96,93,91
COc1ccccc1-c1c(-c2ccc(Cl)cc2)c2cc3c(cc2[nH]c1=O)OCCO3,63,.,66,68,42,87,96,74
CCN1CC2(S/C(=N\Nc3ccccc3)N(C)C2=O)C2(C1)C(=O)N(C)c1ccccc12 (stereo unspecified),99,96,87,96,87,101,83,83
O=S(=O)(c1ccc(Br)cc1)c1ccc(Br)cc1,109,104,102,106,98,104,110,90
COc1ccc2[nH]c(=O)cc(C)c2c1,97,96,92,104,94,97,104,97
O=C(O)c1cc(Cl)ccc1Nc1ccc2nnc(-c3ccncc3)n2n1,87,96,48,104,52,86,86,93
Brc1ccc(/C=C(/C2=NCCN2)n2cnc3ccccc32)cc1,81,92,79,99,77,88,87,83
O=S(=O)(NCCCNc1cc(-c2c(-c3cccc(O)c3)nc3sccn23)ccn1)c1ccc(Cl)cc1,80,60,53,90,97,106,106,88
CCOC(=O)C(C)(F)C#N (stereo unspecified),103,102,90,113,90,96,110,95
O=S(=O)(Oc1ccc(-c2ccc3sccc3c2)cc1)C1CCCCC1,101,122,103,110,98,121,112,77
CSc1c(-c2nc3ccccc3s2)c(N)nc2c(C#N)c(Nc3ccccc3)nn12,92,89,51,124,79,81,101,94
C=CC(C)(O)CCC=C(C)C (stereo unspecified),111,97,103,113,99,112,104,104
COc1ccc(O)c(N=Nc2nccs2)c1,18,103,37,96,64,102,39,61
CSCCC(NC(=O)CN)C(=O)O (stereo unspecified),99,109,108,105,96,121,110,94
C=CCNc1ccc2c3c(cccc13)C(=O)N(N1C(=O)c3cccc4cccc(c34)C1=O)C2=O,101,97,96,105,87,110,108,91
CCOC(=O)c1sc(NCC(=O)Nc2ccccc2Cl)c(C(=O)OCC)c1C,103,104,91,130,95,108,102,.
CCOC(=O)c1cc(-c2ccc(Cl)cc2)n(-c2ccc(Cl)cc2Cl)c1C,102,103,77,106,85,100,90,95
COc1ccc(C(=O)n2nc(/C=C/c3ccc(O)c(OC)c3)cc2/C=C/c2ccc(O)c(OC)c2)cc1,-8.4*,0.5*,-4.9*,.,-3.1*,3.9*,13,4.5*
CCCSc1nc(Oc2ccc(/C=C3/SC(=O)NC3=O)cc2)c(C#N)c(-c2ccc(F)cc2)n1,93,100,70,.,93,101,98,95
O=C(OC1CCCC1)C1(O)CCCCC1,102,110,86,.,103,99,113,99
CC(=O)c1c(C)[nH]c2c1c(-c1ccc3c(c1Br)OCO3)nc1ccccc12,109,100,91,101,70,98,88,89
N#C/C(=C\c1ccc2ccccc2c1)c1cc2ccccc2[nH]1,31,26,33,60,14,45,42,32
Cn1c(=O)c2cccnc2c(=O)n1C,91,108,92,101,102,100,102,99
Cc1ccc(S(=O)(=O)N[C@H]2CC[C@H]3[C@@H]4CCc5cc(O)ccc5[C@H]4CC[C@]23C)cc1,73,76,32,77,37,73,93,.
Cc1ccc([C@H]2C(C(=O)c3ccc(Cl)cc3)C3(N[C@@H]2c2ccccc2)C(=O)Nc2ccc(Br)cc23)cc1 (stereo partly specified),60,83,41,96,21,92,50,36
FC(F)(F)c1ccc(-c2nc(-c3nc4ncccc4[nH]3)cc3c2[nH]c2ccccc23)cc1,89,98,81,97,74,87,76,89
